Screening results as filed in PubChem.
NTR1 ag: agonists of NTR1, primary screen, imaging, U2OS cells, beta-arrestin-GFP, high content (AID 493036); activation, % at 20 µM; Neurotensin receptor type 1 (Homo sapiens), P30989; NTR1-U2OS beta-arrestin-GFP spot imaging, agonist mode; 0.17% of 330,000 active;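 active = activation at or above 40% of the spot to cytoplasm intensity ratio, with at least 20 cells analyzed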;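 also: 0% = DMSO without peptide and 100% = 100 nM NTR1 peptide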
Target sequence (P30989 whole entry, looked up): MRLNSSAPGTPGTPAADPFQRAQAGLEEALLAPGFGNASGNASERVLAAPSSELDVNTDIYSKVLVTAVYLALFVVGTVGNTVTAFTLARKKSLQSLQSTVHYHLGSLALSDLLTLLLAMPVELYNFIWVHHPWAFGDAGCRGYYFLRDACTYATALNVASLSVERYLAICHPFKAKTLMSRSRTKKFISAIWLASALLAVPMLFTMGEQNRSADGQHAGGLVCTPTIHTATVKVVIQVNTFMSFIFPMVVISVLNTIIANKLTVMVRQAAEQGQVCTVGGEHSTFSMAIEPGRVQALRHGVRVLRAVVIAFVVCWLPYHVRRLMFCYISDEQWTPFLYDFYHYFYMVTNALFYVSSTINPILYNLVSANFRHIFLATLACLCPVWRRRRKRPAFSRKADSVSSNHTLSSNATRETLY
KOR beta-arrestin-1: KOR antagonists, beta-arrestin recruitment, cell-based, luminescence, uHTS (AID 1778); Kappa-type opioid receptor (Homo sapiens); KOR beta-arrestin recruitment, luminescence, antagonist mode; higher % means a stronger effect; inhibition, % at 10 µM, or IC50 in µM where a hit was titrated; 0.091% of 290,000 active; also: strong numbers were not always called active
GPR55 antagonists: GPR55 antagonists blocking LPI-driven arrestin recruitment, primary screen, imaging, U2OS, beta-arrestin-GFP, LPI agonist (AID 2013); G-protein coupled receptor 55 (Homo sapiens); U2OS GPR55 beta-arrestin-GFP translocation imaging, LPI antagonism; higher % means a stronger effect; inhibition, % at 10 µM; hits with a dose series show IC50 in µM; 0.13% of 290,000 active;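 active = spots per cell inhibited over 60%, with over 100 cells counted and total cytoplasm intensity under 500,000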;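 also: U2OS cells stably carrying GPR55 and arrestin-GFP stimulated by 5 µM LPI near EC80; imaged beta-arrestin-GFP aggregate spots per cell after agonist stimulation; plate controls were LPI-stimulated DMSO wells for no effect and DMSO wells without LPI for full effect; some results filed as inactive read as strong as hits; confirmed hits need IC50 under 10 µM and bright autofluorescent wells are also inconclusive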
Myeloid diff 2: induction of myeloid progenitor differentiation, primary screen, cell-based, flow cytometry, MLPCN library; 1% of 360,000 active; ER-HoxA9 myeloid progenitors, lysozyme-GFP differentiation; calls only at 10 µM;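 active = normalized GFP-positive differentiation at or above the plate's own cutoff, the solvent-only control mean plus 3 SD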;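 also: cells exposed to compound for four days before flow analysis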
NOD1 inhibition: NOD1 signaling inhibitors, primary screen, cell-based, luminescence, uHTS (AID 1578); NOD1-driven NF-kB luciferase reporter cells, luminescence; higher % means a stronger effect; 1% of 290,000 active; one-dose inhibition, % at 4 µM; EC50 in µM for titrated hits; in the data active = inhibition mostly above about 36%, no sharp cut-off; inactive = mostly below about 34%;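 also: HEK-293T reporter cells stimulated with the NOD1 agonist gamma-tri-DAP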
T cell HTS: modulators of CD8 T cell-vesicle binding, primary screen, mouse 2C CD8+ T cells, flow cytometry; 2C CD8+ T cell-vesicle binding; hits give low values; 0.068% of 330,000 active; AID 2052, 2009; calls only at 7 µM;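 active = response, share of CD8 T cells binding vesicles, and their 90th percentile fluorescence all below set limits, cut at about 80% in these data, passing the limit was not always enough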
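Incubation: binding step 1.5 h, 37 °C, antibody labelling 20 min, ice; system: murine 2C transgenic CD8+ T lymphocytes; technique: cytometric PE anti-B7-1 and Alexa647 anti-CD8 signals after 1% paraformaldehyde fixation; also added: QL9-charged Drosophila Ld/ICAM-1/B7-1 vesicles; control set: naked versus QL9-loaded vesicles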
KOR beta-arrestin-2: KOR agonists, beta-arrestin recruitment, primary screen, cell-based, luminescence, uHTS (AID 1777); Kappa-type opioid receptor (Homo sapiens); one-dose activation, % at 10 µM; EC50 in µM for titrated hits; KOR beta-arrestin recruitment, luminescence; higher % means a stronger effect; 0.02% of 280,000 active; in the data active = activation above about 50%, passing the limit was not always enough; also: a part of the inactive calls stands beside numbers as strong as those of hits
GPR55 activation: GPR55 agonists via beta-arrestin recruitment, primary screen, imaging, U2OS cells, beta-arrestin-GFP redistribution (AID 1961); U2OS GPR55 beta-arrestin-GFP redistribution imaging; higher % means a stronger effect; activation, % at 10 µM; hits with a dose series show EC50 in µM; 0.048% of 290,000 active;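 active = activation above 40% with more than 50 cells counted in the well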;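 also: U2OS osteosarcoma cells stably expressing GPR55 and beta-arrestin-GFP; plate controls were DMSO negative control for no effect and LPI positive control for full effect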
HEK293 NOD2/NF-kB: NOD2 signaling inhibitors, cell-based, luminescence, uHTS, HEK293 (AID 1566) | HEK293 NOD2/NF-kB luciferase reporter, luminescence; higher % means a stronger effect | inhibition, % at 4 µM; hits with a dose series show EC50 in µM | 0.63% of 290,000 active; also: many of its hits are not listed in these tables
T cell HTS vesicle-bound %: second read-out of T cell HTS, no call of its own (marks repeat the call); double positive events, %; measured here: CD8+ vesicle-bound cell fraction;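 binding gate set so that unloaded-vesicle control wells show 10% double positive cells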
NTR1 ag cell count 20 µM: second read-out of NTR1 ag, no call of its own (marks repeat the call); cell count; measured here: cell count, cytotoxicity flag
Myeloid diff 2 GFP+ MAC1+ %: second read-out of Myeloid diff 2, no call of its own (marks repeat the call); GFP+ MAC1+ double positive, %; measured here: differentiation confirmed by MAC1 staining
Numbers without * were called inactive; i = inactive; . = not tested or not shown; [ ] = another dose, or the depositor's remark. Rule as the data show it, unless noted: active = inhibition above about 50%; inactive = the rest. The list is partial; the hit share may differ from the screen's.

Results follow in this order: NTR1 ag | NTR1 ag cell count 20 µM | KOR beta-arrestin-1 | GPR55 antagonists | Myeloid diff 2 | Myeloid diff 2 GFP+ MAC1+ % | NOD1 inhibition | T cell HTS | T cell HTS vesicle-bound % | KOR beta-arrestin-2 | GPR55 activation | HEK293 NOD2/NF-kB
COc1ccc(N2CC(C(=O)Nc3c4c(nn3-c3ccccc3)CS(=O)(=O)C4)CC2=O)cc1 (stereo unspecified)
→ 0.0 | 53 | 2% | 10% | i | 6.6 | -29% | i | 27 | -3.7% | 0.7% | -9%
Cn1cc(CCNC(=O)CC2C(=O)NCCN2Cc2cccc(Oc3ccccc3)c2)cn1 (stereo unspecified)
→ 1.2 | 80 | 5%[20 µM] | 3% | i | 0.6 | -31% | i | 61 | . | 0.2% | 12%
Cc1cc(C)c(NC(=O)COC(=O)CCc2ccc(S(=O)(=O)N3CCCCC3)cc2)c(C)c1
→ -3.2 | 75 | -6% | -2% | i | 0.5 | -23% | i | 49 | -4.8% | -0.2% | -18%
Cc1noc(/C=C/N(C)C)c1S(=O)(=O)NC1CCCCC1
→ 0.6 | 50 | -37% | 20% | i | 0.6 | -1% | i | 32 | -1.1% | 0.2% | 8%
COC(=O)CCCNC(=O)c1ccc2nc(Cc3ccc(OC)cc3)oc2c1
→ 0.3 | 61 | -21% | 10% | i | 0.4 | -41% | i | 52 | 4.0% | -0.1% | -12%
COc1ccc(-c2noc(CCC(=O)Nc3ccc(C)c(C)c3)n2)cc1
→ 0.6 | 42 | 5% | 12% | i | 0.7 | -14% | i | 38 | -1.9% | -0.1% | 22%
CCOCCSc1n[nH]c(=O)n1CCc1ccccc1
→ 1.6 | 97 | 13% | -1% | i | 0.1 | 1% | i | 58 | 6.4% | -0.2% | -6%
O=C(CC(=O)c1cccc([N+](=O)[O-])c1)Nc1ccccc1Cl
→ -1.8 | 97 | 10% | 4% | i | 0.1 | -30% | i | 48 | 4.2% | 0.6% | -6%
COc1ccc(NC(=O)C2C(c3ccccc3)C2(Cl)Cl)cc1 (stereo unspecified)
→ 3.8 | 39 | 4% | 9% | i | 0.9 | 5% | i | 39 | 5.2% | 0.1% | 3%
CC1CCN(C(=O)CSc2nc(N)c(NC(=O)c3ccccc3)c(=O)[nH]2)CC1
→ -1.0 | 61 | -13% | 4% | i | 0.6 | -6% | i | 35 | 5.3% | 0.0% | 1%
O=c1[nH]c(CN2CCN(c3ccc(F)cc3)CC2)nc2ccccc12
→ -0.1 | 39 | -5% | -8% | i | 0.6 | 9% | i | 54 | 2.9% | -0.1% | 14%
O=C(CSc1nnc(Cc2ccc(Cl)cc2)o1)Nc1ccccc1
→ -0.2 | 51 | -5% | 1% | i | 0.4 | -41% | i | 32 | -3.6% | -0.2% | 8%
C/C(=N\NC(=O)c1ccccc1)c1ccc(NC(=O)c2cccs2)cc1
→ 6.4 | 47 | -24% | -6% | i | 0.7 | -38% | i | 52 | -6.2% | 0.5% | -25%
Cc1cc(Cl)ccc1NC(=S)N1CCN(C(=O)c2ccco2)CC1
→ 0.3 | 60 | 5% | 13% | i | 1.0 | -26% | i | 7 | 4.0% | 0.0% | 5%
CC(C)CN(C(=O)COC(=O)c1ccc2ccccc2n1)C1CCS(=O)(=O)C1 (stereo unspecified)
→ 0.3 | 58 | 27% | 8% | i | 0.4 | -18% | i | 46 | -4.3% | -0.1% | 24%
Cc1nc(C(F)(F)F)ccc1C(=O)NN1CCOCC1
→ -1.5 | 83 | 47% | -4% | i | 0.8 | 2% | i | 37 | -21% | -0.1% | 7%
CC1CN(C(=O)c2cccs2)CC(C)O1 (stereo unspecified)
→ 0.3 | 37 | -15% | 6% | i | 0.5 | -29% | i | 10 | 0.7% | -0.4% | 2%
Cc1ccc(NS(=O)(=O)c2ccc(C(C)(C)C)cc2)cn1
→ 0.4 | 52 | -14%[20 µM] | 9% | i | 0.3 | -5% | i | 66 | . | 0.9% | 16%
Cc1c(NC(=O)C(C)OC(=O)c2cccc(S(=O)(=O)N(C)C)c2)c(=O)n(-c2ccccc2)n1C (stereo unspecified)
→ 1.6 | 53 | 13% | 0% | i | 0.6 | -34% | i | 22 | 0.0% | 0.4% | -8%
Cc1c(=O)n(OCc2ccc(Cl)cc2)c2ccccc2[n+]1[O-]
→ 2.4 | 33 | -17%[20 µM] | 6% | i | 0.1 | -20% | i | 69 | -5.3% | -0.1% | 9%

Next part (five carried over from the part before).
Results follow in this order: NTR1 ag | NTR1 ag cell count 20 µM | KOR beta-arrestin-1 | GPR55 antagonists | Myeloid diff 2 | Myeloid diff 2 GFP+ MAC1+ % | NOD1 inhibition | T cell HTS | T cell HTS vesicle-bound % | KOR beta-arrestin-2 | GPR55 activation | HEK293 NOD2/NF-kB
Cc1nc(C(F)(F)F)ccc1C(=O)NN1CCOCC1
→ -1.5 | 83 | 47% | -4% | i | 0.8 | 2% | i | 37 | -21% | -0.1% | 7%
CC1CN(C(=O)c2cccs2)CC(C)O1 (stereo unspecified)
→ 0.3 | 37 | -15% | 6% | i | 0.5 | -29% | i | 10 | 0.7% | -0.4% | 2%
Cc1ccc(NS(=O)(=O)c2ccc(C(C)(C)C)cc2)cn1
→ 0.4 | 52 | -14%[20 µM] | 9% | i | 0.3 | -5% | i | 66 | . | 0.9% | 16%
Cc1c(NC(=O)C(C)OC(=O)c2cccc(S(=O)(=O)N(C)C)c2)c(=O)n(-c2ccccc2)n1C (stereo unspecified)
→ 1.6 | 53 | 13% | 0% | i | 0.6 | -34% | i | 22 | 0.0% | 0.4% | -8%
Cc1c(=O)n(OCc2ccc(Cl)cc2)c2ccccc2[n+]1[O-]
→ 2.4 | 33 | -17%[20 µM] | 6% | i | 0.1 | -20% | i | 69 | -5.3% | -0.1% | 9%
CC(CCCCC(=O)Nc1ccc(C(F)(F)F)cc1)NCCc1cnc[nH]1 (stereo unspecified)
→ -1.6 | 49 | -21% | -9% | . | . | -13% | i | 12 | 18% | -0.5% | 8%
O=C(O)c1ccc(NS(=O)(=O)c2cc(Cl)sc2Cl)cc1
→ 1.5 | 52 | -8% | 3% | i | 0.7 | 7% | i | 40 | 0.2% | -0.2% | -9%
CCCCCC(=O)Nc1nc(C)c(-c2csc(Nc3cc(Cl)ccc3C)n2)s1
→ 5.9 | 65 | -10% | 11% | i | 0.7 | -19% | i | 36 | 0.5% | 0.1% | 11%
N#Cc1c(N)nc2c(c1N)CC(CO)O2 (stereo unspecified)
→ -1.1 | 49 | 15% | 16% | i | 0.8 | . | i | 52 | -3.9% | -0.1% | 15%
O=C(NCC(=O)N(c1ccccc1F)C(C(=O)NC1CCCC1)c1ccco1)c1ccco1 (stereo unspecified)
→ 1.0 | 39 | -22% | 11% | i | 0.5 | -21% | i | 33 | 0.0% | 0.3% | 8%
NNS(=O)(=O)c1ccc(N2CCCC2=O)c([N+](=O)[O-])c1
→ -0.7 | 41 | -10% | 1% | i | 0.0 | -6% | i | 39 | -2.6% | -0.5% | 22%
COC(=O)C1CCN(C(=O)Cn2nnc(-c3ccccc3)n2)CC1
→ 1.6 | 31 | -17% | 16% | i | 0.3 | -36% | i | 32 | -1.9% | -0.1% | 14%
Cc1cc(C)c2c(N)c(C(=O)c3ccc(Cl)cc3)sc2n1
→ 5.6 | 41 | -9% | 8% | i | 0.1 | 6% | i | 4 | 0.0% | -0.2% | 20%
CCCCOC(=O)Nc1cc(Cl)ccc1C
→ -0.9 | 43 | -33% | -14% | i | 0.5 | 9% | i | 50 | 5.0% | 0.0% | -6%
O=C(Cc1ccsc1)NNC(=O)c1cccc(Cl)c1
→ 0.6 | 69 | -13% | 13% | i | 2.2 | -29% | i | 48 | -4.3% | -0.1% | -12%
Cc1ccc(NC(=O)c2oc3c(c2C)C(=O)CC(C)(C)C3)cc1
→ -0.5 | 84 | 34% | -1% | i | 0.5 | -2% | i | 32 | -3.3% | -0.1% | 8%
CC1CN(C(=O)CN2C(=O)NC3(CCCCCC3)C2=O)CC(C)O1 (stereo unspecified)
→ -3.4 | 106 | -16% | -5% | i | 0.5 | 7% | i | 52 | 0.3% | 0.1% | 4%
O=C(CSc1ccc(Cl)cc1)Nc1ccc(C2SCCS2)cc1
→ 0.7 | 74 | 11% | 11% | i | 0.6 | -10% | i | 29 | 31% | -0.3% | 0%
CCS(=O)(=O)c1nc2ccccc2n1Cc1ccccn1
→ 2.0 | 48 | -3% | 8% | i | 0.9 | -13% | i | 30 | -0.3% | -0.2% | 20%
COc1cc(/C=N/NC(=O)c2c(C)nc3ccc(Cl)cn23)cc(OC)c1OC
→ 2.3 | 59 | -49%[20 µM] | -8% | i | 0.1 | -16% | i | 39 | -1.0% | -0.1% | 19%
CN(C(=O)COC(=O)c1ccc2c(c1)NC(=O)CS2)C1CCS(=O)(=O)C1 (stereo unspecified)
→ -1.4 | 42 | -8% | -5% | i | 0.6 | 5% | i | 39 | 0.0% | 0.2% | 14%
CC1CC(C)CN(C(=O)CSc2nnc(-c3ccco3)o2)C1 (stereo unspecified)
→ -1.3 | 45 | -54% | 11% | i | 0.6 | -7% | i | 20 | -0.4% | 0.0% | 24%
Nc1nonc1C(=O)N/N=C/c1cccc([N+](=O)[O-])c1
→ 0.1 | 35 | -34% | -1% | i | 0.4 | -16% | i | 45 | 15% | 0.1% | 2%
CCNC(=S)NCCN1CCOCC1
→ -1.3 | 48 | -5% | 5% | i | 0.7 | -28% | i | 41 | 4.1% | -0.3% | 5%
Cc1cccc(-n2cnc(C(=O)N/N=C\c3ccc(Br)cc3)c2)n1
→ 0.1 | 53 | 12% | 33% | i | 0.7 | -12% | i | 31 | -0.1% | -0.1% | 14%
CCOC(=O)CNc1nc(Cl)nc(Nc2ccc(OC)cc2OC)n1
→ 0.7 | 55 | 11% | 8% | i | 0.4 | -17% | i | 59 | 0.1% | -0.1% | 11%
O=C(c1ccccc1)c1ccc(Sc2ccc([N+](=O)[O-])cc2)cc1
→ 2.8 | 60 | 11% | 7% | i | 0.4 | 16% | i | 21 | 5.5% | -0.1% | -47%
